KCNQ1 inh – inhibitors of human KCNQ1 channel, primary screen, cell-based, thallium flux, high-throughput. CHO-K1 KCNQ1, FluxOR thallium flux fluorescence; active compounds read high. B-score at 10 µM. actives 1.3% (n = 310,000). AID 2642, 2010;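 active means compounds whose thallium flux B-score, printed positive for inhibition, exceeds three library SD while starting fluorescence stays within three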;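 further: channel opened by potassium depolarization with thallium stimulus after 20 min compound exposure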
GSK3 alpha inh – blockers of GSK3A enzyme activity – biochemical, luminescence, cell-free homogeneous, HTS, primary screen | GSK-3 alpha kinase, ADP-Glo luminescence, 60 min | inhibition, % at 10 µM | actives 0.1% (n = 320,000) | AID 2650, 2010;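 in the data active means inhibition above about 50%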;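 further: GST-tagged GSK-3 alpha with peptide substrate and 25 µM ATP; 0% = DMSO neutral wells and 100% = GW8510 positive control wells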
GSK3beta inhib – human GSK3beta kinase inhibitors, primary screen, biochemical, cell-free homogeneous, HTS. actives 0.038% (n = 300,000). Glycogen synthase kinase-3 beta (Homo sapiens), P49841. GST-GSK3beta kinase, ADP-Glo luminescence, 60 min; active compounds read low. activity score (negative = inhibition), % at 10 µM;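 active means more than half of replicate wells score below -50%, meaning over 50% inhibition versus plate controls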;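 further: 0% = median DMSO wells and -100% = median GW8510 positive control wells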
Target sequence (P49841 whole entry, looked up): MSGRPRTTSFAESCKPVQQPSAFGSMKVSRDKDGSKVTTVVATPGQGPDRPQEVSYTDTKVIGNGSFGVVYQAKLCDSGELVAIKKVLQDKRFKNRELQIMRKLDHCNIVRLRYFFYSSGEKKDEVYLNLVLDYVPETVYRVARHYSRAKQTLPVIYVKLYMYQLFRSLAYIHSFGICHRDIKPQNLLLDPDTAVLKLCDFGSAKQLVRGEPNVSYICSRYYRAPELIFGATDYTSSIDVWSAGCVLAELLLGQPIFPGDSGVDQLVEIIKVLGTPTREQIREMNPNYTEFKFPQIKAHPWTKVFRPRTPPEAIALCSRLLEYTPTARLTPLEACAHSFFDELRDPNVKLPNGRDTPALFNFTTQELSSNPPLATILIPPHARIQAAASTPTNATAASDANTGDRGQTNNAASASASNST
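Assay system: GST-fused GSK3beta enzyme, cell-free / Medium: Tris pH 7.5 buffer with MgCl2, DTT, BSA, heparin / Also added: peptide substrate plus 25 µM ATP (final) / Compound: 10 µM single point / Timing: kinase reaction with compound 60 min at room temperature / Detection: ADP-Glo luminescence / Benchmarks: DMSO neutral wells and GW8510 at 20 µM as positive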
RGS4 inh – RGS4 inhibitors, primary screen, cell-based, HEK293 M3R inducible RGS4, calcium flux | Regulator of G-protein signaling 4 (Homo sapiens), P49798 | AID 463165, 2010 | B-score at 10 µM | actives 0.45% (n = 310,000) | Fluo-4 calcium flux; active compounds read high; triggered by carbachol at its EC20;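 active means B-score, a plate-corrected calcium signal, over three deviations above library mean, with baseline fluorescence within five deviations of library mean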;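 further: RGS4 expression induced by doxycycline in cells with stable M3 receptor; B-score is computed from the integrated fluorescence ratio over baseline after carbachol; higher B-score means a larger calcium signal and so more RGS4 inhibition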
Target sequence (P49798 whole entry, looked up): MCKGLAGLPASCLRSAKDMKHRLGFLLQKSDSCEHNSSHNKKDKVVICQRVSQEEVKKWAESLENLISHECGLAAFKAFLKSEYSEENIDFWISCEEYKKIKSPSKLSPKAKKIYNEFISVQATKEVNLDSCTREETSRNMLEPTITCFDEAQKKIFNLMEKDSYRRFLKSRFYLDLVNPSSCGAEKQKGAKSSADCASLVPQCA
KCNQ1 act – potentiators or activators of KCNQ1 channel, primary screen, cell-based, thallium flux, high-throughput | Potassium voltage-gated channel subfamily KQT member 1 (Homo sapiens), P51787 | CHO-K1 KCNQ1, thallium flux FluxOR fluorescence; active compounds read high | B-score at 10 µM | actives 0.35% (n = 310,000) | AID 2648, 2010;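 active means fluorescence ratio B-score, a plate-corrected score, at least three library SD, with initial intensity B-score within 5 SD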
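Doses: Single concentration per compound, DMSO matched to controls | Test system: KCNQ1-transfected CHO-K1 cells | Timing: 90 min dye loading and 20 min compound exposure, both at room temperature | Measured by: Kinetic FluxOR thallium fluorescence, 10-s 1-Hz baseline, 110-s post-stimulus read | Medium: Assay buffer with matched DMSO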
PolyA inh – polyadenylation inhibitors in yeast reporter cells, primary screen, luminescence, S. cerevisiae | calls only at 12 µM | AID 1875, 2009 | actives 0.02% (n = 300,000) | S. cerevisiae SKY197-pL101 polyadenylation reporter, beta-gal luminescence; efflux-impaired pdr1/pdr3 knockout yeast; score 100 = 6 SD above DMSO;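 active means lowest replicate activity score at least 50, where 100 means six control SD above control mean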;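 further: yeast exposed to compound for 9 h at 30 °C; higher score means more reporter readthrough which indicates perturbed polyadenylation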
DYRK1A inh – rat Dyrk1A kinase inhibitors, primary screen, biochemical, single point, plate reader | Dual specificity tyrosine-phosphorylation-regulated kinase 1A (Rattus norvegicus), Q63470 | ADP-Glo luminescence, NFATc1 peptide | inhibition, % at 12.5 µM | actives 0.43% (n = 310,000); in the data active means inhibition above about 50%;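 further: plate controls were vehicle with enzyme for no effect and no enzyme for full effect; many of its hits are not listed in these tables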
RGS4 pot – RGS4 potentiators or activators, primary screen, cell-based, HEK293 M3R inducible RGS4, calcium flux | carbachol calcium flux Fluo4; active compounds read low | B-score at 10 µM | actives 0.92% (n = 310,000);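 active means B-score of the integrated calcium signal more than 4 SD below the library mean, with starting fluorescence not abnormally high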;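 further: negative B-score means reduced calcium response which marks RGS4 activation or potentiation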
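test system = HEK293 cells with stable M3R and inducible RGS4 | schedule = recording 10 s baseline at 1 Hz, 100 s post-agonist | technique = Fluo4-AM (2 µM) calcium-flux fluorescence, kinetic read | measure = Agonist-evoked peak-minus-minimum fluorescence over baseline, integrated ratio, B score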
KCNK3 block – human KCNK3 channel inhibitors, primary screen, CHO cells, FluxOR thallium flux, B-score. actives 0.84% (n = 340,000). Potassium channel subfamily K member 3 (Homo sapiens), O14649. B-score at 10 µM. FluxOR fluorescence; active compounds read low;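 active means B-score under library mean minus 4 SD, starting fluorescence ratio at most library mean plus 5 SD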;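 further: more negative B-score means stronger inhibition of thallium flux through KCNK3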
Target sequence (O14649 whole entry, looked up): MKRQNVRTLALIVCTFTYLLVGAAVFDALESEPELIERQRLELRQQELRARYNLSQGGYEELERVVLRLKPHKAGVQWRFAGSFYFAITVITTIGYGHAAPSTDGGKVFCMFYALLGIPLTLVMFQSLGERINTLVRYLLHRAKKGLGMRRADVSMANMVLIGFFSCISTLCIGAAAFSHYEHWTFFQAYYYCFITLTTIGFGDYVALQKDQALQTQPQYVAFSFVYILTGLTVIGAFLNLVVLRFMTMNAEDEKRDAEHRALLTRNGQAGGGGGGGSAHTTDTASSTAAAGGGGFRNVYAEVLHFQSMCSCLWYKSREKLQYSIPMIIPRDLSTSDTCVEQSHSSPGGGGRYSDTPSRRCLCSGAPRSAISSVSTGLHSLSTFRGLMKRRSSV
hERG protect – hERG rescue from dofetilide block, primary screen, cell-based, CHO-hERG, FluxOR thallium flux, dofetilide IC70. activation (rescue from dofetilide block), less the hit threshold, % at 10 µM. actives 0.51% (n = 310,000). dofetilide IC70 present. Voltage-gated inwardly rectifying potassium channel KCNH2 (Homo sapiens), Q12809;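 active means activation above the mean of controls blocked by dofetilide plus 5 SD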;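 further: thallium influx through hERG after potassium depolarization seen as dye fluorescence rise; in these data hits start at about 4.7%; inactives centre near -7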
KCNK9 block – KCNK9 potassium channel inhibitors, primary screen, HEK293 cells, thallium flux; B-score at 10 µM; actives 1.2% (n = 310,000); FluxOR thallium flux fluorescence; active compounds read low; AID 488922, 2010; Potassium channel subfamily K member 9 (Homo sapiens), Q9NPC2;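 active means ratio B-score over 3 SD below the library mean, with starting fluorescence within 5 SD of its mean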;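 further: negative B-score means less thallium flux so channel inhibition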
Numbers without * were called inactive; i = inactive; · = not tested or not shown; & = joins results of further samples. This is a subset. The share of hits here may be higher or lower than overall.

SMILES	KCNQ1 inh	GSK3 alpha inh	GSK3beta inhib	RGS4 inh	KCNQ1 act	PolyA inh	DYRK1A inh	RGS4 pot	KCNK3 block	hERG protect	KCNK9 block
CC(OCC(O)CN1CCCCC1CCO)c1ccc(Cl)cc1 (stereo not given)	i	-5	3	i	i	i	2	i	i	-4	i
CC(OC(=O)c1cccn1C)C(=O)Nc1ccc2c(c1)OCO2 (stereo not given)	i	-3	0	i	i	i	·	i	i	-6	i
Cc1cc(C)n(-c2nc(N(c3ccccc3)c3ccccc3)nc(-n3nc(C)cc3C)n2)n1	i	-1	1	i	i	i	2	i	i	-10	i
Cc1ccc(-c2nc(CS(=O)CC(=O)NCCN(CC(C)C)CC(C)C)c(C)o2)cc1 (stereo not given)	i	-1	0	i	i	i	-2	i	i	-9	i
N/C(Cc1cccs1)=N\OC(=O)COc1ccccc1Cl	i	-3	0	i	i	i	25	i	i	-15	i
O=C(O)CCNS(=O)(=O)c1ccccc1Br	i	-5	1	i	i	·	3	i	i	-11	i
C/C=C(/C)C(=O)Nc1cccc(C2=NOC3(C2)C[C@@H](C(N)=O)N(C(=O)c2ccc(OC)cc2)C3)c1 (stereo not given in full)	i	0	4	i	i	i	-2	i	i	-9	i
COc1ccc(-c2cc(C)no2)cc1S(=O)(=O)N1CCN(c2cccc(C)c2)C(C)C1 (stereo not given)	i	-1	-4	i	i	i	4	i	i	-9	i
COc1ccccc1N=c1oc2c(OC)cccc2cc1C(=O)NCc1ccco1	i	1	0	i	i	i	2	i	i	-10	i
CC(C)(C)NC(=O)C(=O)NC(=O)c1c(F)cccc1Cl	i	-1	-3	i	i	i	63*	i	i	-5	i
CC1=CC(C)(C)NC(=S)N1c1ccc2ccccc2c1	i	-2	-2	i	i	i	1&2	i	i	0	i
O=C(Cc1ccc(NC2=NC3CS(=O)(=O)CC3S2)cc1)NCCc1ccccc1 (stereo not given)	i	-1	-1	i	i	i	-1	i	i	-10	i
CCCOc1ccc(CSC(CC(=O)O)C(=O)O)cc1 (stereo not given)	i	-1	1	i	i	i	12	i	i	-7	i
CCOC(=O)c1[nH]c(C)c(C(=O)NC)c1C	i	·	2	i	i	i	-5	i	i	-2	i
COc1ccc(NC(=O)CSc2nc3ccccc3nc2N2CCCCC2)cc1	i	-2	1	i	i	i	-2	i	i	-7	i
COCCCNC(=O)CN1C(=O)/C(=C/c2ccccc2)Sc2ccccc21	i	-2	0	i	i	i	-2	i	i	-12	i
O=S(=O)(c1ccc2ccccc2c1)N1CCN=C1SCc1cccnc1	i	-4	2	i	i	i	3	i	i	-13	i
O=C1C2C3C=CC(C3)C2C(=O)N1CCN1CCN(Cc2ccc([N+](=O)[O-])cc2)CC1 (stereo not given)	i	-1	0	i	i	i	-6	i	i	-9	i
CC(C)c1ccc(NC(=O)Cn2ncn3c(cc4ccccc43)c2=O)cc1	i	-1	0	i	i	i	5	i	i	-11	i
N#Cc1cccc(NC(=O)c2cncn2-c2ccccc2)c1	i	-3	2	i	i	i	7	i	i	-6	i
O=C(C1=C[C@H](C2CC2)C[C@H](OCCCCO)O1)N1CCN(Cc2ccc3c(c2)OCO3)CC1	i	-4	2	i	i	i	5	i	i	-8	i
CCCc1nc(SCC(=O)N2CCC(Cc3ccccc3)CC2)c2c(=O)n(C)c(=O)n(C)c2n1	6*	1	5	i	i	i	7	-7.3*	i	-34	i
CCCN1C2=C(C(=O)CCC2)C(c2ccc(O)c(Br)c2)C2=C1CCCC2=O	i	0	4	i	i	i	-1	i	i	-4	i
CC(=O)c1ccc(N/N=C2/CCCNC2=O)cc1	i	0	3	i	i	i	7	i	i	-5	i
c1ccc(-c2noc(COc3ccc4c(c3)OCO4)n2)cc1	i	0	7	i	i	i	6	i	i	-1	i
Cc1ccc(CN2C(=O)c3ccccc3Sc3ccc(C(=O)NCCCN4CCOCC4)cc32)cc1	i	1	2	i	i	i	3	i	i	-13	i
O=C(N/N=C/c1ccc[nH]1)c1ccccc1OCc1ccc(F)cc1	i	-1	-4	i	i	i	10	i	i	-14	i
O=C(CSc1nnc(NC(=O)c2ccccc2F)s1)Nc1ccccc1F	i	0	1	i	i	·	2	i	i	-7	i
COC(=O)CCC(=O)N1CCCC(CO)(Cc2ccccc2C)C1 (stereo not given)	i	·	0	i	i	i	-1	i	i	-10	i
CN(C)CCCNC(=O)c1cc(C(=O)c2cccc(Cl)c2Cl)c[nH]1	i	4	-10	i	i	i	0	i	i	-13	i

An excerpt from above in order of length of the SMILES, low to high.
SMILES	KCNQ1 inh	GSK3 alpha inh	GSK3beta inhib	RGS4 inh	KCNQ1 act	PolyA inh	DYRK1A inh	RGS4 pot	KCNK3 block	hERG protect	KCNK9 block
c1ccc(-c2noc(COc3ccc4c(c3)OCO4)n2)cc1	i	0	7	i	i	i	6	i	i	-1	i
O=S(=O)(c1ccc2ccccc2c1)N1CCN=C1SCc1cccnc1	i	-4	2	i	i	i	3	i	i	-13	i
Cc1ccc(CN2C(=O)c3ccccc3Sc3ccc(C(=O)NCCCN4CCOCC4)cc32)cc1	i	1	2	i	i	i	3	i	i	-13	i

Additional structures follow:
SMILES	KCNQ1 inh	GSK3 alpha inh	GSK3beta inhib	RGS4 inh	KCNQ1 act	PolyA inh	DYRK1A inh	RGS4 pot	KCNK3 block	hERG protect	KCNK9 block
COc1cc(OC)cc(C(=O)Nc2nc3ccccc3[nH]2)c1	i	·	0	i	i	i	7	i	i	-10	i
CC1=CC(C)(C)N=C(NC#N)N1	i	-2	4	i	i	i	-11	i	i	-6	i
CC1(C(=O)N2CCN(Cc3ccccc3Cl)CC2)CC1(Cl)Cl (stereo not given)	i	-1	1	i	i	i	·	i	i	-14	i
COc1ccc(CC(=O)OCc2cc3ccccc3[nH]c2=O)cc1	i	0	1	i	i	i	11	i	i	-4	i
Clc1ccccc1Nc1nnc(-c2ccncc2)s1	i	6	-1	i	i	i	24	i	i	-10	i
O=C(Cc1ccccc1Cl)Nc1nc2ccccc2[nH]1	i	0	1	i	i	i	-5	i	i	-4	i
CCO[C@@H]1OC(C(N)=O)=C[C@H](C2CCCCC2)[C@H]1CCCO	i	2	0	i	i	i	3	i	i	-11	i
CC(C)[C@H](N)C(=O)NC[C@H]1CC[C@H](C(=O)N[C@@H](Cc2ccccc2)C(=O)O)CC1	i	-1	-8	i	i	i	-2	i	i	-7	i
CCOC(=O)c1c(-c2cccs2)csc1NC(=O)C(C)(C)C	i	·	-2	i	i	i	-4	i	i	-12	i
COC(=O)[C@@H]1Cc2c([nH]c3ccccc23)C(C)N1C(=O)c1ccccc1 (stereo not given in full)	i	-1	1	i	i	i	5	i	i	-3	i
Cc1cc(C)c2nc(N(CCCN(C)C)C(=O)C3=COCCO3)sc2c1	i	0	4	i	i	i	3	i	i	-11	i
CCOC(=O)C1=NN(c2cccc(Cl)c2)C2=NC(C)=C(C(=O)OC)C(c3cccs3)N12 (stereo not given)	i	4	1	i	i	i	2	i	i	-15	i
O=C(CSc1nc2c(sc3ccccc32)c(=O)n1Cc1ccccc1)NCC1CCCO1 (stereo not given)	i	-1	4	i	i	i	7	i	i	-11	i
O=C(O)c1ccccc1C(=O)N1CCN(Cc2ccc3c(c2)OCO3)CC1	i	·	-1	i	i	i	-4	i	i	-12	i
CCc1ccc(NC(=O)C(C)Nc2ccc(S(=O)(=O)NC(C)=O)cc2)cc1 (stereo not given)	i	1	4	i	i	i	0	i	i	-2	i
O=S(=O)(Nc1ccccc1)c1ccc(F)cc1	i	0	2	i	i	i	-3	i	i	-2	i
CCC(C)c1ccc(OCCn2cc(/C=N/NC(=O)CSc3nnc(C)s3)c3ccccc32)cc1 (stereo not given)	i	-2	-1	i	i	i	-4	i	i	-7	i
COc1ccc(C2OC(=O)Cc3cc(OC)c(OC)cc32)cc1 (stereo not given)	i	-1	2	i	i	i	-6	i	i	-3	i
C=C1C2(C(=O)Nc3ccc(SC(F)F)cc3)CCC(C2)C1(C)C (stereo not given)	i	·	0	i	i	i	·	i	i	-1	i
C=CCOc1cccc(/C=N/NC(=O)CC(=O)NC2CCCCC2)c1	i	0	-1	i	i	i	-5	i	i	-9	i
O=S(=O)(NC1CCN(Cc2ccccc2)CC1)c1ccc(Cl)cc1	i	0	-1	i	i	i	·	i	i	-6	i
Cc1ccc(NC(=O)c2ccc3c(=O)n4c(nc3c2)CCCCC4)nc1	i	-1	1	i	i	i	17	i	i	-16	i
CCC(=O)c1ccc(OCC(=O)Nc2ccc3nc(C)sc3c2)cc1	i	-1	0	i	i	i	-9	i	i	-10	i
CCOc1ncccc1C(=O)NCC(c1ccccc1)N(C)C (stereo not given)	i	0	1	i	i	i	-6	i	i	-8	i
CCc1ccccc1NC(=S)NNC(=O)c1ccccc1Cl	i	-4	4	i	i	i	-4	i	i	-10	i
O=C(COc1ccccc1)NNc1nc2c(F)cccc2s1	i	-4	6	i	i	i	2	i	i	-20	i
COc1ccc(N(C(=O)/C=C/C(=O)Nc2cc(C)on2)C(C(=O)NC2CCCC2)c2ccccc2C)cc1 (stereo not given)	i	-2	0	i	i	i	2	i	i	-6	i
CCCN(CCC)CCNC(=O)c1cc2c(-c3ccc(Cl)cc3)nn(C)c2s1	i	8	-12	i	i	i	18	-7.2*	i	-16	i
O=C(NCCc1nc2ccccc2[nH]1)/C(=C/c1ccc(F)cc1)NC(=O)c1ccco1	i	-1	2	i	i	i	7	i	i	-8	i
